From PubChem
EPAC1 antagonist – EPAC1 (human) antagonism; EPAC1 GEF assay, Rap1b-BODIPY-GDP exchange fluorescence; 360,000 tested, 0.14% active; O95398; Potency, µM (series often up to 115 µM), inactives show at the highest dose activity change, negative = inhibition, most hits filed as inhibitors;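 also: potency is read from the fitted curve at half-maximal effect; plate controls were vehicle for no effect and positive control for full effect; nearly all actives have a fitted effect of over 50% in size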
PLK1 PBD inh – PLK1 (human) polo-box domain binding inhibition. P53350. Potency, µM, without a hit: max response, negative = inhibition, hits mostly inhibitors. Plk1 PBD binding of FITC phosphopeptide, fluorescence polarization. 360,000 tested, 2.8% active; also: potency is read from the fitted curve at half-maximal effect; series mostly up to about 57 µM; % is scaled to controls: 0 for no effect and ±100 for the full control effect; nearly all actives have a fitted effect of over 65% in size
Target sequence (P53350 whole entry, looked up, the tested form may be a part): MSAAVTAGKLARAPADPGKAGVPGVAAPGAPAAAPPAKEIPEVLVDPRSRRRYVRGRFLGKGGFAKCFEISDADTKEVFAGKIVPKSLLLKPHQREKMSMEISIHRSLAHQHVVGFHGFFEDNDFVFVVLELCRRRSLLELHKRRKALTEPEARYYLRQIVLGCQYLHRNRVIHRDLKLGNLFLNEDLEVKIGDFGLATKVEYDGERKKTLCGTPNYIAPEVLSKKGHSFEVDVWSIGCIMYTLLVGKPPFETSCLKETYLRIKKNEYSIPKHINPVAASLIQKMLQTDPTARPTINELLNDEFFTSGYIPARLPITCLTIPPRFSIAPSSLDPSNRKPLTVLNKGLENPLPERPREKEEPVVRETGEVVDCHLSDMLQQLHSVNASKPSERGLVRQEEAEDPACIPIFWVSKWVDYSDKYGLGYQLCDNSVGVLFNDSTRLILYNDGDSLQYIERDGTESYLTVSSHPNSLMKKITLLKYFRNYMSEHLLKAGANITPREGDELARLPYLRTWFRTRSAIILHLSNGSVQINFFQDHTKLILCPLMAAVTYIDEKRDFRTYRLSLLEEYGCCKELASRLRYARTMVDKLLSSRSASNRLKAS
FUS yeast rescue – FUS proteinopathy suppression in yeast | Potency, µM (doses to about 76.6 µM), for the others: at the top dose growth rescue (activation), most hits filed as activators | 390,000 tested, 0.24% active | S. cerevisiae FUS-expressing, growth rescue, OD600, 24 h | AID 1347120;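 also: potency is read from the fitted curve at half-maximal effect; plate controls were DMSO vehicle for no effect and reference control for full effect; nearly all actives have a fitted effect of over 55% in size; some results filed as inactive show a strong effect at the top dose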
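Quantitative HTS measuring growth restoration of FUS-toxic yeast. Galactose-induced cells (OD 0.005) were exposed 24hr at 30C to compounds at several concentrations, then absorbance at 600 nm was recorded.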
PI5P4K alpha inh – inhibitors of human PI5P4K alpha | PI5P4Kalpha enzyme, ADP-Glo luminescence, 60 min; hits give low values | 330,000 tested, 1.2% active | P48426 | max response, %; active = max response of -50% or lower; inconclusive = between -30% and -50%; inactive = -30% or higher; also: value at the top dose of about 77 µM; % is scaled to controls: 0 for no effect and ±100 for the full control effect
Target sequence (P48426 whole entry, looked up): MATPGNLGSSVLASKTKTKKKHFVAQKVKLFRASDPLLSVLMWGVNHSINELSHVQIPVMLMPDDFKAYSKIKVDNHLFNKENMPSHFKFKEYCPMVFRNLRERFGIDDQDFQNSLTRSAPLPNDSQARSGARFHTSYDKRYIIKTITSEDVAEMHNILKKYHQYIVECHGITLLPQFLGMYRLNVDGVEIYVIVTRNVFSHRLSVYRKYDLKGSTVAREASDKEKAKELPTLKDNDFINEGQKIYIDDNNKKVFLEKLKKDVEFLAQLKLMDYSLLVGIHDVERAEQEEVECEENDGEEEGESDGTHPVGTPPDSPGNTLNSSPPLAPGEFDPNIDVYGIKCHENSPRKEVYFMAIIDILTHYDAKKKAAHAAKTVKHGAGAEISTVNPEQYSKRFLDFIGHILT
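Single end-point luminescence (ADP-Glo) quantified ADP from PI5P4Kalpha turnover; ATP 5 microM final, 1 h at RT, 0.1% CHAPS and 0.28 mM EGTA in HEPES pH 7.4.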
aSyn rescue – rescues yeast growth from alpha-synuclein toxicity | Yeast expressing alpha-synuclein, growth rescue, BacTiter-Glo, 24 h | Potency, µM (highest dose often 46.1 µM), without a hit: at the highest dose growth rescue (activation), most hits filed as activators | 370,000 tested, 0.14% active | AID 652106; also: potency is read from the fitted curve at half-maximal effect; % of control where 0% means no effect; nearly all actives have a fitted effect of over 65% in size
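Readout is rescue of growth in alpha-synuclein-expressing yeast, so inhibitors of toxicity appear as activators. Growth after 24 hr at 30 deg C in galactose medium is quantified by luminescence.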
WRN inhibitor – blocks human WRN helicase; Potency, µM (titrated, usually from 114 µM), for the others: top-dose activity change, negative = inhibition, usual class: inhibitors; 360,000 tested, 0.46% active; WRN helicase unwinding, fluorescent forked duplex, kinetic; Q14191; also: potency is read from the fitted curve at half-maximal effect; % is scaled to controls: 0 for no effect and ±100 for the full control effect; nearly all actives have a fitted effect of over 55% in size
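Enzyme (20 nM final) and test compound sit together 15 min at room temperature before substrate addition. Substrate is a single-forked duplex oligonucleotide (100 nM) labelled with fluorophore and quencher, with 2 mM ATP; helicase unwinding raises red fluorescence, read kinetically.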
EPAC1 agonist – agonists of human EPAC1; O95398; EPAC1 agonist qHTS, biochemical assay; response scale: 100% = response to 6.5 mM cAMP; Potency, µM (top dose mostly 154 µM), without a hit: at the highest dose activation, hits mostly activators; 360,000 tested, 0.073% active; AID 720707; also: potency is read from the fitted curve at half-maximal effect; nearly all actives have a fitted effect of over 60% in size
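Multi-concentration qHTS readout: loss of Rap1B-bound BODIPY-GDP fluorescence driven by 100 nM EPAC1 with excess GDP (50 uM), monitored kinetically at room temperature; agonist response expressed relative to 6.5 mM cAMP.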
Abeta yeast res – compounds reversing amyloid beta toxicity in yeast; yeast expressing A-beta42, growth rescue, OD600, 48 h; response scale: 0% DMSO, 100% iron-clioquinol control; Potency, µM (top dose mostly 46.1 µM), inactives show top-dose growth rescue, hits mostly activators; 410,000 tested, 0.063% active; also: potency is read from the fitted curve at half-maximal effect; nearly all actives have a fitted effect of over 55% in size
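Yeast A-beta toxicity model in growth medium with pinned compounds, 48 h at 30 C; growth read as absorbance at 600 nm. Normalized to FeCl3/clioquinol equimolar mix (positive) and DMSO (negative).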
IL2 activator – IL-2 activation; AID 652025; activation, % (series mostly up to about 46 µM); 360,000 tested, 0.065% active; IL-2 activation reporter assay, cell-based qHTS; stimulated with anti-CD3/CD4/CD28 beads; in transgenic mouse T cells; in the data active = activation above about 50%; inconclusive = mostly about 30% to 49%; also: 0% is about no effect
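Quantitative HTS in unstimulated transgenic mouse T cells, with memory T cells as non-tolerant control and PMA/ionomycin as tolerance-bypass control. Compound pretreatment lasted 60 minutes before 18 h bead stimulation; EGFP/DsRed fluorescence read.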
Numbers without * were called inactive; u = inconclusive; x = no result given; & = joins results of further samples; [ ] = remark or other dose. Unless noted, calls follow the shape of the dose curve; as a rule, active = well fitted curve in the direction sought with a large enough effect; inconclusive = small, poorly fitted or top-dose-only effect, or another doubt; inactive = no such curve, though single readings can be large; an effect the other way counts as inactive or inconclusive.

SMILES	EPAC1 antagonist	PLK1 PBD inh	FUS yeast rescue	PI5P4K alpha inh	aSyn rescue	WRN inhibitor	EPAC1 agonist	Abeta yeast res	IL2 activator
O=C(Nc1ccc(Br)c(Br)c1)C1CCCO1 (stereo unspecified)	-24%	-7%	40%	4	-2%	-4%	4%	-31%[inhibitor]	-1.2
Cc1cccc(OCC(=O)N/N=C2/SCC(=O)N2Cc2ccco2)c1	-4%	11µM*	-7%	-18	9%	-7%[57.1 µM]	-2%	-8%	-0.7
O=C(CC1NCCc2ccccc21)Nc1cccc(Cl)c1 (stereo unspecified)	-1%	4%	12%	4	0%	-3%	1%	0%	1.3
COC(=O)c1ccc(C2C(C(=O)Nc3ccccc3C)=C(C)Nc3ncnn32)cc1 (stereo unspecified)	11%	-1%	-3%	-7	0%	3%	6%	2%	0.3
COc1ccc(N2CCN(CCCNC(=O)CC3Oc4ccc(C)cc4NC3=O)CC2)cc1 (stereo unspecified)	12%	-29%	11%	0	0%	10%	-2%	-8%	-2.7
CC(C)CCNC(=O)C1CCC(CNc2c(N3CCCC3)c(=O)c2=O)CC1 (stereo unspecified)	0%	1%	11%	2	0%	10%	2%	0%	-3.8
Cc1c(NC(=O)C(C)Sc2nc(N)cc(=O)[nH]2)c(=O)n(-c2ccccc2)n1C (stereo unspecified)	8%	3%	40%	9	3%	-3%	16%	-4%	1.7
CCOC(=O)c1ccc2nc(CCC(=O)N[C@H](C(=O)OC)C(C)C)c(=O)n(CC)c2c1	-1%	7%	24%	3	-2%	-6%[57.1 µM]	-4%	2%	1.5
COC(=O)C(C)n1cnc2c(cnn2-c2ccc(Cl)cc2)c1=O (stereo unspecified)	-2%	-5%	11%	0	0%	-2%	-1%	-5%	-0.2
Cc1ccc2nc(NC(=O)CSCC(=O)Nc3cc(C)on3)sc2c1	-26%	-19%	-4%	3	-8%	-3%	4%	-8%	0.0
COc1ccc(OCC(=O)Nc2c(C(=O)N3CCN(C)CC3)oc3ccccc23)cc1	3%	30µM*	3%	-6	-2%	-6%	7%	11%	-1.3
Cc1ccc(-c2ccc(/C=C3\SC(N4CCOCC4)=NC3=O)o2)cc1	-13%	-20%	39%	13	3%	-10%[57.1 µM]	9%	-22%	-1.0
Cc1cn(C2CC(O)C(CO)O2)c(=O)n(CCCc2ccccc2)c1=O (stereo unspecified)	-3%	-6%	x	-12	0%	-2%	9%	-8%	-0.7
COc1cc(CCC(=O)Nc2ccc(Br)c(C(F)(F)F)c2)cc(OC)c1OC	2%	4%	15%	20	-8%	-35%[57.1 µM]	-6%	10%	-0.8
COc1ccccc1COCC(O)CN1CCN(S(=O)(=O)c2cccc(F)c2)CC1 (stereo unspecified)	-11%	5%	4%	0	-11%[1.84 µM]	-1%	-8%	2%	0.9
O=C(/C=C/c1cccc(Br)c1)c1ccc2c(c1)OCO2	u	-6%	12%	11	-12%	0%	-9%	-28%	0.4
COc1ccc(-c2nc3c(C)cc(Br)cn3c2Cc2cccc(Cl)c2)cc1OC	-2%	-12%	u	13	5%	-2%	7%	-5%	-0.8
CCOc1ccccc1C1CC(c2ccc(F)cc2)Nc2nc(N)nn21 (stereo unspecified)	-17%	-11%	0%	2	6%	-1%	8%	-6%	-1.4
O=C(/C=C\NCC(=O)c1ccccc1)c1ccc(F)cc1	9%	-5%	24%	x	14%	-9%	-2%	-27%	0.4
O=C(COC(=O)c1ccc(Br)o1)Nc1ncc([N+](=O)[O-])s1	-16%	11µM*	x	-53*	-28%	u	-3%	-21%	-0.8
CCCNC(=O)c1c(N)n(-c2ccc3c(c2)OCO3)c2nc3ccccc3nc12	10%	-5%	2%	-2	-4%	9%	8%	5%	-0.5
Cn1c(=S)n(CCC(=O)O)c2ccccc21	-7%	u	3%	3	-7%	9%[57.1 µM]	7%	-5%	-0.2
CSc1ncnc2c1ncn2CCCNc1ccc(C)c(C)c1	4%	0%	45%	-6	0%	-5%	-4%	-1%	-0.8
CCOC(=O)c1sc(NC(=O)CSc2nc(C)cc(C)c2C#N)c(C#N)c1C	5%	0%	-19%	-6	-2%	5%[57.1 µM]	0%	1%	-2.3
O=C(CCN1CCC(c2ccccc2)C1)c1cccs1 (stereo unspecified)	0%	21µM*	10%	x	0%	-23%	4%	-5%	-3.4

(listing goes on)
SMILES	EPAC1 antagonist	PLK1 PBD inh	FUS yeast rescue	PI5P4K alpha inh	aSyn rescue	WRN inhibitor	EPAC1 agonist	Abeta yeast res	IL2 activator
Cc1cc2c(N=O)c(NO)ccc2[nH]1	-2%	-20%	x	-3	u	-7%	-5%	22%	0.1
Nc1ccc(CC(N)c2csc(Nc3cc(Oc4ccccc4)ncn3)n2)cc1 (stereo unspecified)	-4%	-2%	13%	-1	5%	-20%	-3%	1%	0.2
CCOc1ccc(NC(=O)C2C3CC/C=C\CCC32)cc1 (stereo unspecified)	-1%	4%	9%	-9	-1%	3%	2%	3%	-2.8
CC(=O)N1[C@@H]2CC3C4CC=C5C[C@@H](O)CC[C@]5(C)C4CC[C@]3(C)[C@@]21C(C)=O (stereo partly specified)	-28%	-3%	0%	0	9%	-6%	-1%	-33%[inhibitor]	-1.3
Cc1cc2oc(C(=O)NCCc3ccc(S(N)(=O)=O)cc3)c(C)c2cc1C	1%	2%	16%	0	0%	-19%	-13%	-7%	-2.8
OC1CN=C2Sc3ccccc3N2C1 (stereo unspecified)	4%	-8%	2%	-3	-5%	-6%	6%	8%	-1.1
O=C(Cc1ccc(NC(=O)C2CCCN(C(=O)C3CCC3)C2)cc1)Nc1cccc(C(=O)N2CCCCC2)c1 (stereo unspecified)	-15%	-8%	33%	10	0%	-4%	3%	9%	-0.4
COc1ccc(S(=O)(=O)N2CCSC2)cc1C	13%	-10%	17%	13	1%	9%	2%	8%	-1.0
O=C(NNc1c2ccccc2nc2ccccc12)C(O)c1ccccc1 (stereo unspecified)	-16%	-4%	-14%	-7	-4%	-21%	4%	-1%	1.3
N#Cc1c(C(F)(F)F)cc(C2CC2)[nH]c1=O	5%	-1%	-5%	-9	-1%	5%	2%	-11%	-3.4
COc1ccc(CNC(=O)CN(C(=O)CCC(=O)Nc2ccccn2)c2cc(C)ccc2C)cc1	12%	-1%	19%	-4	-5%	-3%	-3%	-8%	-1.0
CC1(C)Cc2c(sc(NC(=O)c3ccccc3Cl)c2C(=O)O)CO1	-1%	-20%	2%	-9	1%	-29%	3%	-6%	0.5
CCCC(=O)Nc1nc2ccc(NC(=O)c3ccc(Br)o3)cc2s1	-24%	-3%	-13%	-14	-14%	-32%	-6%	-13%[9.22 µM]	-1.2
COc1ccc(NC(=O)C2c3ccccc3OCC(=O)N2C2CC2)cc1 (stereo unspecified)	7%	1%	-18%	-6	-1%	2%	-1%	-12%	-0.2
CCOC(=O)c1c(Nc2nc(C)c(C(=O)NC)s2)sc(C)c1C	-3%	-24%	3%	5	2%	-15%	-2%	21%	-1.7
COC(=O)c1sccc1NC(=O)c1ccc(Br)o1	-21%	-5%	18%	2	-14%	-17%	-5%	-17%	-0.3
Cc1cc(C)nc(SCc2nnc(SCc3ccc([N+](=O)[O-])cc3)n2Cc2ccco2)n1	8%	-13%	10%	-7	16%	-16%	11%	15%	0.1
COc1cc(NS(=O)(=O)N2CCCC2)cc(OC)c1OC	-13%	-3%	-11%	x	1%	-14%	8%	2%	-2.2
Cc1ccc(C)c(C(C)NC(=O)Cc2cccs2)c1 (stereo unspecified)	-2%	-5%	-6%	-3	10%	-20%	4%	2%	0.0
Cc1ccc(NS(=O)(=O)c2ccc3c(c2)NC(=O)CCS3)c(Br)c1	-34%	-14%	-3%&15%	0	7%&3%	-6%	1%	-2%&1%	-3.9
Cc1ccc(/C=N/N2CCOCC2)s1	3%	-4%	-3%	1	3%	-2%	6%	6%	-2.0
Cc1csc(NC(=O)CSc2ncn(-c3ccccc3)n2)n1	-7%	-2%	6%	5	15%	-4%	4%	0%	-1.9
COCCCN1C(=O)c2[nH]nc(-c3cc(C)cc(C)c3O)c2C1c1ccc(O)c(OC)c1 (stereo unspecified)	-5%	-8%	40µM*	x	1%	0%	8%	-7%	-3.1

Entries above containing a COOH group:
SMILES	EPAC1 antagonist	PLK1 PBD inh	FUS yeast rescue	PI5P4K alpha inh	aSyn rescue	WRN inhibitor	EPAC1 agonist	Abeta yeast res	IL2 activator
Cn1c(=S)n(CCC(=O)O)c2ccccc21	-7%	u	3%	3	-7%	9%[57.1 µM]	7%	-5%	-0.2
CC1(C)Cc2c(sc(NC(=O)c3ccccc3Cl)c2C(=O)O)CO1	-1%	-20%	2%	-9	1%	-29%	3%	-6%	0.5

6 entries out of the list, arranged by molecular weight, largest number first.
SMILES	EPAC1 antagonist	PLK1 PBD inh	FUS yeast rescue	PI5P4K alpha inh	aSyn rescue	WRN inhibitor	EPAC1 agonist	Abeta yeast res	IL2 activator
CC(=O)N1[C@@H]2CC3C4CC=C5C[C@@H](O)CC[C@]5(C)C4CC[C@]3(C)[C@@]21C(C)=O (stereo partly specified)	-28%	-3%	0%	0	9%	-6%	-1%	-33%[inhibitor]	-1.3
CC1(C)Cc2c(sc(NC(=O)c3ccccc3Cl)c2C(=O)O)CO1	-1%	-20%	2%	-9	1%	-29%	3%	-6%	0.5
COC(=O)c1sccc1NC(=O)c1ccc(Br)o1	-21%	-5%	18%	2	-14%	-17%	-5%	-17%	-0.3
COc1cc(NS(=O)(=O)N2CCCC2)cc(OC)c1OC	-13%	-3%	-11%	x	1%	-14%	8%	2%	-2.2
CCOc1ccc(NC(=O)C2C3CC/C=C\CCC32)cc1 (stereo unspecified)	-1%	4%	9%	-9	-1%	3%	2%	3%	-2.8
COc1ccc(S(=O)(=O)N2CCSC2)cc1C	13%	-10%	17%	13	1%	9%	2%	8%	-1.0

Rows are unselected; 4.1% or so of the library scored in one or more.
